# SMARCA2 activ = increases SMARCA2 function in MMTV reporter cells. MG213 cells, MMTV-luciferase reporter, dexamethasone, overnight. activation, % at 9.1 µM. 370,000 compounds, 1% hits. AID 652017; in the data active means activation above about 7.8%;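 further: 0% = vehicle wells and 100% = reference activator wells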
# ABHD4 inh = inhibitors of mouse ABHD4; Q8VD66; purified mABHD4, FP-Rh probe fluorescence polarization; inhibition, % at 8.92 µM; 370,000 compounds, 0.54% hits; AID 720543;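 active means inhibition exceeding the mean over every tested compound plus 3 SD, cut at about 30% in these data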;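 further: 0% = plate median of compound wells and 100% = S159A mutant with DMSO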
#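 Test system: mABHD4 protein; Read-out basis: % inhibition; Incubation: 45 min + 60 min at 25 °C; Repeats: single replicate; Technique: fluorescence polarization with parallel and perpendicular emission, 525/598 nm; Compound: 8.92 µM, single dose; Benchmarks: full inhibition S159A mutant plus DMSO, zero as sample-well median.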
# PG9 binder = small molecules binding HIV-1 gp120 antibody PG9 | TR-FRET gp120-PG9 antibody binding | inhibition, % at 6.7 µM | 360,000 compounds, 0.43% hits; in the data active means inhibition above about 8.5%
# HTRA1 inhibitor = blocks human HTRA1 serine peptidase; Q92743; recombinant HTRA1, FP-rhodamine activity-based probe, fluorescence polarization; inhibition, % at 5.96 µM; 340,000 compounds, 0.5% hits; in the data active means inhibition above about 36%;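 further: 0% = enzyme with DMSO and 100% = wells lacking enzyme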
# Target sequence (Q92743 whole entry, looked up): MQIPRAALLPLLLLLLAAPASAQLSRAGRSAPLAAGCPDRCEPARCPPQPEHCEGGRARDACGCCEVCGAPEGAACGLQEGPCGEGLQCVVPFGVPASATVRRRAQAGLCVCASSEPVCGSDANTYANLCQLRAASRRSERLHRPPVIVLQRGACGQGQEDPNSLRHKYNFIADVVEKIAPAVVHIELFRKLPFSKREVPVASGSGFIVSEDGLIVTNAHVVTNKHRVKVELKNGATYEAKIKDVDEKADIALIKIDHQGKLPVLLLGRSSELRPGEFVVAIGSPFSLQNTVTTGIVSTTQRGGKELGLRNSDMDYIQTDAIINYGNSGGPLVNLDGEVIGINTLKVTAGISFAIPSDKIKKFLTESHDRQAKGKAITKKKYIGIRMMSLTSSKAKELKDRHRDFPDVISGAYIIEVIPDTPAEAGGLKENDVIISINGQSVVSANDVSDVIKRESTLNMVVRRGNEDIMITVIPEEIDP
# ASAP1 GAP inh = inhibitors of human ASAP1 ArfGAP activity; ASAP1-stimulated ARF1 GTP hydrolysis, GDP FP detection; inhibition, % at 16.5 µM; 360,000 compounds, 0.19% hits; in the data active means inhibition above about 25%;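 further: 0% = vehicle with enzyme and substrate and 100% = no enzyme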
# Target sequence (Q9ULH1 325-724 limits assumed): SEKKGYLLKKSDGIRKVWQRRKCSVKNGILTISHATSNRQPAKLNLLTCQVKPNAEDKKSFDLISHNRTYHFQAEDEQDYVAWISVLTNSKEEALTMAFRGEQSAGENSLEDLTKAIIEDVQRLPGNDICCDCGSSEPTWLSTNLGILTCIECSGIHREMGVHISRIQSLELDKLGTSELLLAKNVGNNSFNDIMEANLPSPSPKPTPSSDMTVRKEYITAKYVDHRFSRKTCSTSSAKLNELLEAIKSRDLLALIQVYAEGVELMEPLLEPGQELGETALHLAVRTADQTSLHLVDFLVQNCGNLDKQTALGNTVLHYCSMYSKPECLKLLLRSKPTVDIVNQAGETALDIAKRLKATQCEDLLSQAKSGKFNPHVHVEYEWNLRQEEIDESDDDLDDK
# rCAG RNA binder = binds r(CAG) RNA repeats; r(CAG) RNA repeat, TO-PRO-1 dye displacement fluorescence; inhibition, % at 3 µM; 370,000 compounds, 1.3% hits; AID 651821;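 active means inhibition above the plate cutoff, the mean of all test compounds on that plate plus 3 SD, cut at about 35% in these data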;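 further: 0% = DMSO alone and 100% = 100 µM mitoxantrone as full dye displacement; higher means more dye released from RNA so lower well fluorescence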
# GC-B act = GC-B (human) receptor activation | P20594 | activation, % at 10 µM | AID 1920062 | HEK293-GC-B cells, CNP EC30, cGMP TR-FRET; 0% at EC30 CNP, 100% saturating CNP | 370,000 compounds, 0.11% hits;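 active means activation at 10 µM reaching about 35% in either raw or pattern-adjusted values, limit read from the data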
# ARFGAP1 inh = inhibits rat ARF GTPase activating protein 1; inhibition, % at 16.5 µM; Arfgap1-stimulated ARF1 GTP hydrolysis, GDP FP detection; AID 651572; 360,000 compounds, 0.26% hits; Q62848;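 active means inhibition above a per-plate limit, mean inhibition of low control wells plus 3 SD, cut at about 25% in these data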;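 further: 0% = DMSO wells with enzyme and 100% = wells lacking Arfgap1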
# Target sequence (Q62848 1-136 limits assumed): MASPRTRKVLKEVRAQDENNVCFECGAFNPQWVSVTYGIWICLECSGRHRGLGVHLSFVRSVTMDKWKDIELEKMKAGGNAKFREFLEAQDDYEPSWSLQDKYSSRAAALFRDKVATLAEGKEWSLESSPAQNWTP
#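 Replicates: Single well per compound | Assay system: Truncated rat Arfgap1 GAP domain | Control set: No-Arfgap1 wells (100%) versus DMSO full-reaction wells (0%) | Times: Enzyme reaction 120 min at 25 °C after 20 min preincubation | Reagent: Human ARF1(Δ1-17)-GTP substrate | Measured by: Tracer-displacement fluorescence polarization with EDTA stop, 620/688 nm | Measure: Percent inhibition of Arfgap1-stimulated GTP hydrolysis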
# NR1D1 modulator = modulators of human Rev-erb alpha DNA binding; 370,000 compounds, 0.79% hits; Rev-erbα–FITC-DNA binding, fluorescence polarization, 90 min; activity, % at 10 µM; AID 1259318;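 active means activity above about 14%, limit read from the data; passing the limit was not always enough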;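 further: 0% = DMSO wells with 35 nM protein and 100% = DMSO wells with 750 nM protein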
# GC-A act = GC-A (human) enzyme activation | P16066 | HEK293 GC-A cells, cGMP TR-FRET, EC30 ANP; 0% at EC30 ANP, 100% saturating ANP | activation, % at 10 µM | 370,000 compounds, 0.14% hits; in the data active means activation above about 40%
# An asterisk follows results filed as active; . = no result given.
SMILES,SMARCA2 activ,ABHD4 inh,PG9 binder,HTRA1 inhibitor,ASAP1 GAP inh,rCAG RNA binder,GC-B act,ARFGAP1 inh,NR1D1 modulator,GC-A act
O=C(CN1C(=O)c2ccccc2C1=O)N1CCN(C2c3ccccc3-c3ccccc32)CC1,-2,-7,0.2,-19,11,0,-1,-12,10,-4
O=C(CS(=O)CC(=O)Nc1ccc(Cl)cc1)NCC1OCCc2ccccc21 (configuration not stated),0,-1,-1.7,-8,10,1,-5,-8,0,0
Cc1c(Cc2ccccc2)c(=O)n2c([nH]c3ccccc32)c1C#N,-1,6,0.0,2,-2,3,6,4,-3,5
CCN(Cc1ccccc1)S(=O)(=O)c1cc(C(=O)NCCCN(C)C)ccc1OC,-3,-4,-0.2,-1,4,-1,-4,-5,3,2
CSc1ccc(/C=C(/NC(=O)c2ccccc2)C(=O)N2CCN(C)CC2)cc1,2,-3,0.0,-2,-2,-4,1,-5,-7,1
O=C(Nc1ccc(F)cc1)C(=O)c1cn(CC(=O)N2CCOCC2)c2ccccc12,6,-7,-1.1,-2,6,1,-1,-3,-1,7
COc1cc(CC(=O)Nc2cccc(SC)c2)cc(OC)c1OC,-4,3,-1.6,0,2,-2,1,7,-1,1
Cc1cccc(Oc2nc3ccccn3c(=O)c2/C=C(\C#N)C(=O)NC2CCS(=O)(=O)C2)c1C (configuration not stated),1,5,-1.9,-2,4,-2,-1,-9,2,5
c1ccc(-c2csc(Cc3nnc4n3CCCCC4)n2)cc1,-1,9,-1.3,4,6,3,-1,-9,4,6
Cc1cc(C(=O)Nc2nnc(-c3ccccc3)s2)no1,4,11,-0.7,2,-18,5,-2,-2,-5,1
COCC(C)NC(=O)NC1(C(F)(F)F)Oc2ccc(Cl)cc2O1 (configuration not stated),-4,13,0.6,12,6,-2,-1,-6,11,1
O=S(=O)(NCC(Nc1ccc(Cl)cc1)c1ccccc1)c1ccc(Cl)cc1 (configuration not stated),-5,-32,-2.3,-40,20,14,-3,18,4,-14
CN1CCc2c(sc3c2c(=O)n(-c2ccccc2)c2nnc(SCc4ccccc4)n32)C1,1,3,-0.5,0,-11,5,6,3,7,2
CCOC(=O)C1=C(COC(=O)C(CC)Oc2ccccc2)NC(=O)NC1C (configuration not stated),-1,2,-0.3,0,-1,-7,-7,12,3,-3
CC(C)C[C@H]1CN([C@@H](Cc2ccccc2)CN2CCC[C@@H]2CN2C(=O)C(=O)NC[C@@H]2Cc2ccccc2)C(=O)C(=O)N1CC1CCCCC1,-3,18,1.2,.,-7,4,-1,-14,-6,1
CCOC(=O)CCC(=O)NNC(=O)COc1ccc(C(C)C)cc1Br,-3,-3,-2.6,-4,3,-9,-2,15,5,2
O=C(CN1C(=O)C2CC=CCC2C1=O)Nc1ccc(-c2nnc3n2CCCCC3)cc1 (configuration not stated),-1,-3,-1.9,-1,4,2,0,2,-3,-3
COc1ccccc1-c1cn(-c2ccccc2)c(=S)[nH]1,-1,1,-1.0,-4,7,1,4,-4,-6,2
Cc1ccc(S(=O)(=O)N2[C@@H](c3cccc(Cl)c3)C(C(=O)OC(C)(C)C)=CC[C@H]2c2cccc(Cl)c2)cc1,5,4,-0.9,.,3,1,-2,-23,7,-5
COc1ccccc1C1=NOC(C)(c2nnc(-c3cccc(Cl)c3)o2)C1 (configuration not stated),0,3,-1.4,-17,5,-4,3,5,4,0

# 4 entries picked at random from those above:
SMILES,SMARCA2 activ,ABHD4 inh,PG9 binder,HTRA1 inhibitor,ASAP1 GAP inh,rCAG RNA binder,GC-B act,ARFGAP1 inh,NR1D1 modulator,GC-A act
CC(C)C[C@H]1CN([C@@H](Cc2ccccc2)CN2CCC[C@@H]2CN2C(=O)C(=O)NC[C@@H]2Cc2ccccc2)C(=O)C(=O)N1CC1CCCCC1,-3,18,1.2,.,-7,4,-1,-14,-6,1
Cc1cc(C(=O)Nc2nnc(-c3ccccc3)s2)no1,4,11,-0.7,2,-18,5,-2,-2,-5,1
COCC(C)NC(=O)NC1(C(F)(F)F)Oc2ccc(Cl)cc2O1 (configuration not stated),-4,13,0.6,12,6,-2,-1,-6,11,1
CSc1ccc(/C=C(/NC(=O)c2ccccc2)C(=O)N2CCN(C)CC2)cc1,2,-3,0.0,-2,-2,-4,1,-5,-7,1

# (further entries)
SMILES,SMARCA2 activ,ABHD4 inh,PG9 binder,HTRA1 inhibitor,ASAP1 GAP inh,rCAG RNA binder,GC-B act,ARFGAP1 inh,NR1D1 modulator,GC-A act
O=C(NCCc1ccc(Cl)cc1)C1CCCN(S(=O)(=O)c2cnc[nH]2)C1 (configuration not stated),-1,3,-0.3,-6,3,-1,-8,3,6,-1
CC(C)(C)n1cnc2cc(NC(=O)c3ccc(Cl)cc3)ccc21,3,-5,0.6,-12,3,-6,3,-4,0,-4
COC(=O)c1c(NC(=O)C(C)C)sc(C(=O)N2CCOCC2)c1C,-2,2,-1.4,-8,-7,0,-1,-5,3,0
Cc1ccc2cccc(SCC(=O)Nc3ccc(F)cc3)c2n1,-2,2,0.6,3,-3,-2,-4,-2,8,2
CCOC(=O)c1c(C)[nH]c(/C(C)=N/NC(=O)c2cccnc2)c1C,1,4,-2.1,4,14,-1,2,1,-9,1
O=C(CSc1ncnc2c1oc1ccccc12)Nc1cccc(C(F)(F)F)c1,0,4,-9.4,-19,2,2,-1,6,2,-7
COc1ccc(-n2nc3c(N4CCC(C(=O)NCCc5ccco5)CC4)nnc(C)c3c2C)cc1,0,-1,-1.8,2,16,-5,-12,6,-2,7
C/C(=N\Nc1nc2ccccc2s1)c1ccc2c(c1)OCO2,3,22,-0.7,16,-4,14,-4,15,-3,3
Cc1cc(-c2nnnn2-c2ccc(C(F)(F)F)cc2)no1,3,-3,-1.9,1,1,-1,-2,5,-3,0
C[C@H](CO)N1C[C@H](C)[C@@H](CN(C)S(=O)(=O)c2cn(C)cn2)Oc2ccc(NC(=O)Cn3cnnn3)cc2C1=O,1,3,0.7,0,0,-1,-2,6,-6,-1
CCN(CC)CCNC(=O)c1cc(S(=O)(=O)N2CCc3ccccc32)cn1C,0,0,2.3,3,-2,3,-7,-8,-3,-7
CCCCCCOc1ccc(C(CC(=O)NC)C(=O)O)cc1 (configuration not stated),-2,-3,0.0,-5,11,-2,7,10,-1,4
CCCc1ccc(C(=O)/C=C/N(C)C)cc1,-2,-7,0.5,-34,-9,8,-6,-8,-3,3
CCN(CC)CCNC(=O)c1ccccc1N,0,-6,-1.2,5,1,0,7,-2,-1,2
Cc1ccc(NC(=O)CCN2C(=O)NC3(CCCC3)C2=O)cc1,0,1,0.0,-2,3,2,1,2,1,3
CC(CN1CCCC1)C(=O)NN (configuration not stated),-2,-2,1.2,7,8,-1,2,-8,1,2
Cc1ccc(NC(=O)c2cc(NC(=O)c3ccco3)ccc2N2CCCCC2)cc1,0,7,-0.5,-3,-13,3,15,1,5,22
CCCCNC(=O)C1(C)CCN1C(=O)CSc1ccccc1 (configuration not stated),-1,12,-0.4,.,2,0,2,7,-3,4
CCC(C(=O)N1CCOCC1)n1c2ccccc2c2nc(=O)cc(C)n21 (configuration not stated),-2,-2,0.0,2,10,-2,-1,-6,7,-6
CCOC(=O)NC(NCc1cccc(C(F)(F)F)c1)(C(F)(F)F)C(F)(F)F,-2,4,0.3,1,-7,0,1,-3,3,2
COc1ccccc1NC(=O)Nc1nc(C(N)CCc2ccccc2)cs1 (configuration not stated),-5,-10,1.0,.,7,22,-2,-7,0,-9
O=C(C1CCCCC1)N1C[C@@H](n2cc(-c3ccc(F)cc3)nn2)[C@H](O)C[C@@H]1c1ccccc1,-3,-15,-1.4,-17,10,5,1,1,-1,-2
CCOC(=O)N1CCN(C(=O)C[C@H]2C[C@@]3(C(=O)OC)C(=C[C@H](C4CCCC4)O[C@@H]3C)N(Cc3cccc4ccccc34)C2=O)CC1,0,-15,.,.,.,8,2,.,-11,-7
CC(C)(C)NCC(O)CON=C1c2ccccc2-c2ccccc21 (configuration not stated),0,7,-0.7,11,-3,9,-5,1,0,-2
COC(=O)C1CCN(C(=O)c2ccc(OC3CCN(Cc4ccccn4)CC3)cc2)CC1,-3,-5,-0.1,8,-5,-6,-2,4,1,0
COc1ccc(-n2cc(CN(C)C3CCOCC3)c(-c3cccc(F)c3)n2)cc1,-1,1,-1.1,-4,13,-7,-4,15,1,0
Cc1nnc2sc(SCC(=O)Nc3ccc(Br)cc3)nn2c1=O,-1,-1,1.4,-1,6,0,2,12,-2,1
CCCCOc1ccc(C(=O)NC2CCCCN(Cc3cccc(C(F)(F)F)c3)C2=O)cc1 (configuration not stated),-5,-15,.,.,.,3,5,.,6,1
COc1cccc(-c2noc(CCC(=O)NCCc3ccccc3)n2)c1,-6,-3,-1.5,-9,1,4,-5,-8,6,-4
CCC1(c2ccccc2)NC(=O)N(CC(=O)Nc2ccccc2C(=O)N2CCCCC2)C1=O (configuration not stated),1,2,-0.5,2,10,-4,3,9,1,3
C=CCN(C(=O)[C@@H](CCCC)[C@@H](O)c1ccc(Cl)cc1)c1ccccc1,-3,-3,.,.,.,0,-23,.,4,-34
O=C(Cn1cc(COc2ccccc2C(F)(F)F)nn1)c1ccc(O)cc1,-3,-13,-1.4,-1,0,5,-1,2,2,-2
CCOC(=O)CSc1nc2sc3c(c2c(=O)n1CC)CC(C)(C)OC3,-2,-1,-0.6,5,-4,-6,-2,-5,-1,2
O=C(NC(N1CCCCCC1)C(Cl)(Cl)Cl)c1ccccc1Cl (configuration not stated),-4,-1,0.9,0,7,3,-8,4,1,-1
COc1ccc(OC)c2c1cc(C(=O)N[C@@H](C)C(=O)N[C@@H](C(=O)O)c1ccccc1)n2C,0,3,-2.6,6,-10,12,1,-12,0,-1
Cc1sc(NC(=O)c2ccco2)nc1-c1ccccc1,6,-6,0.0,-23,3,0,-3,-4,10,-1
COc1cccc(C(NC(C)=O)c2nc(-c3cnn(C)c3)cs2)c1 (configuration not stated),-5,1,0.3,.,-13,1,-5,-3,1,2
COc1ccccc1N1CCN(S(=O)(=O)c2ccc(-c3cnc(C4CC4)o3)cc2)CC1,-2,-12,0.4,-15,1,2,0,3,1,3
Cc1nn(CC(O)COc2ccc3c(c2)CCC3)c(C)c1Br (configuration not stated),-1,-9,-0.9,-7,1,-9,1,4,-2,-3
COc1ccc(C)cc1Nc1nc(-c2ccccc2O)nc2ccccc12,-3,-10,11*,-2,9,11,5,4,83*,1
Cc1cccc(NCC(=O)N/N=C\c2ccccn2)c1,0,1,-0.7,-3,2,-4,-3,-2,4,1
O=C(COc1ccccc1)NC(=S)Nc1ccc(Br)cn1,-1,6,-0.6,.,8,-2,3,-7,-3,0
c1ccc2[nH]c(-c3ccc4c(c3)OCO4)nc2c1,8.1*,-2,-2.5,.,0,0,2,12,-6,1
CC(=O)N1c2ccc(S(=O)(=O)N3CCC(C(=O)NCc4ccc(Cl)cc4)CC3)cc2CC1C (configuration not stated),-5,-2,-0.8,-7,-9,1,4,5,2,9
COc1ccc(C(=O)N(C)CCOc2ccc(Cl)cc2)cc1S(=O)(=O)N1CCCC1,-1,-6,-0.9,-2,21,1,-4,8,-4,3
